# Screens (PubChem)
# Mcl-1 Bim block = disrupts Bim peptide binding to human Mcl-1; Bead-based flow cytometry, Bim peptide-Mcl-1 binding; inhibition, % at 10 µM; 190,000 tested, 0.1% active; AID 1009;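 further: 0% = no compound tracer wells and 100% = peptide blocker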
# Mcl1-Bid inh = disrupts binding of human Mcl-1 to Bid peptide; Q07820; TR-FRET Mcl-1/Bid-Dy647 peptide binding, 1536-well; inhibition, % at 21.7 µM; 220,000 tested, 0.97% active;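 active means compounds that cut the binding signal by more than half at the single screening dose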;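 further: His-tagged Mcl-1 with europium anti-His antibody binding Bid BH3 peptide; 0% = Mcl-1 plus peptide wells and 100% = peptide-only wells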
# Bim-Bcl-2 = inhibitors of Bim-Bcl-2 interaction, human | P10415 | 190,000 tested, 0.06% active | inhibition, % at 10 µM | Bead-based flow cytometry, Bim peptide-Bcl-2 binding; in the data active means inhibition above about 40%;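 further: 0% = no compound wells with probe peptide and 100% = reference peptide inhibitor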
# Target sequence (P10415 whole entry, looked up): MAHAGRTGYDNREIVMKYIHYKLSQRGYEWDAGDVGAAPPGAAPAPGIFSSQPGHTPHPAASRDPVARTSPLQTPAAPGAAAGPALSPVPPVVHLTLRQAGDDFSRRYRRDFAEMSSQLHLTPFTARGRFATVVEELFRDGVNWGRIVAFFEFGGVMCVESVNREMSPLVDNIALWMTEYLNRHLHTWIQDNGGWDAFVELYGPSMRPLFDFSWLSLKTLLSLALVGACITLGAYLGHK
# Bfl-1 Bim block = human Bim-Bfl-1 interaction inhibition; Bead-based flow cytometry, Bim-Bfl-1 binding inhibition; inhibition, % at 10 µM; 190,000 tested, 0.12% active; Q16548;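 further: 0% = wells without compound plus tracer and 100% = blocker peptide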
# Bim-Bcl-B = disrupts Bim peptide binding to human Bcl-B | bead-based flow cytometry | 190,000 tested, 0.073% active | inhibition, % at 10 µM | Q9HD36 | AID 951;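 further: 0% = tracer peptide without compound and 100% = reference inhibitor peptide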
# Target sequence (Q9HD36 whole entry, looked up): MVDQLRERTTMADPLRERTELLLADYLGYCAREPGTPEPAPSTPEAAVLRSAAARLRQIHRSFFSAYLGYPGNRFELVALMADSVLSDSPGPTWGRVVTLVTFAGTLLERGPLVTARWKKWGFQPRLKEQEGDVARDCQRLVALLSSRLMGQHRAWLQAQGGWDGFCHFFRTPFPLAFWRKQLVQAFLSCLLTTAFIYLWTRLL
# RGS4-Gao reg = modulates binding of RGS4 to human Galphao; Multiplexed bead flow cytometry; actives lie on both sides; binding response (% of control), % at 10 µM; 220,000 tested, 0.33% active; AID 1415; in the data active means binding response below about 49% or above about 150%; inactive means in between;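 further: fluorescent Galphao activated with aluminum fluoride binding bead-coupled RGS4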
# Target sequence (P09471 whole entry, looked up): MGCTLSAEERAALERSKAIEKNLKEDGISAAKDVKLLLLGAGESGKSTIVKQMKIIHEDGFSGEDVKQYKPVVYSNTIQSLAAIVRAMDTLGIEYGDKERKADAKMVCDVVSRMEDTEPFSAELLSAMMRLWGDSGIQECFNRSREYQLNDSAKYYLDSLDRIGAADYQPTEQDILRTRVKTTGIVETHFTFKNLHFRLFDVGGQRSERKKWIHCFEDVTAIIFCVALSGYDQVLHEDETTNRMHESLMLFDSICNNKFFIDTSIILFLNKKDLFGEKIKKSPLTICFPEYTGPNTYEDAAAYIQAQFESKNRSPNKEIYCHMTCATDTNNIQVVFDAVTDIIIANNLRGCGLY
# GSH fluor = compound fluoresces at 488/530 nm on GSH beads. GSH beads flow cytometry, compound fluorescence 488/530 nm; hits give high values. fluorescence (KMESF) at 10 µM. AID 1776. 190,000 tested, 0.25% active; in the data active means fluorescence above about 89;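 further: glutathione beads carrying GST-tagged Bcl family fusion proteins plus one bare bead set; values are compound well signal with DMSO vehicle wells as background; inactives centre near 16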
# RGS8-Gao = human RGS8-Galphao interaction regulation; P09471; multiplexed bead flow cytometry, RGS8-Galphao binding; actives lie on both sides; response (percent of control binding), % at 10 µM; 220,000 tested, 0.34% active; in the data active means response below about 60% or above about 140%; inactive means in between;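 further: Galphao activated as the GDP aluminium fluoride complex binding bead-coupled RGS8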
# Bcl-XL Bim block = disrupts Bim peptide binding to human Bcl-XL | Q07817 | bead flow cytometry, fluorescence | inhibition, % at 10 µM | 190,000 tested, 0.04% active
# Target sequence (Q07817 whole entry, looked up): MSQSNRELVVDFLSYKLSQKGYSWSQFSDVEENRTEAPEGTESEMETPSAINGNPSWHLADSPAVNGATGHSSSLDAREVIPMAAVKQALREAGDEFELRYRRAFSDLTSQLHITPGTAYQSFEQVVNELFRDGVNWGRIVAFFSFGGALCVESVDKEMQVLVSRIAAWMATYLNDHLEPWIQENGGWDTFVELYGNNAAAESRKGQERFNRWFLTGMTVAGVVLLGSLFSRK
# Bim-Bcl-W = inhibitors of Bim-Bcl-W interaction, human | AID 952 | inhibition, % at 10 µM | 190,000 tested, 0.02% active | bead-based flow cytometry, Bim peptide-Bcl-W binding | Q92843;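 further: 0% = bound tracer without compound and 100% = peptide blocker; higher means less fluorescent Bim peptide bound to Bcl-W beads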
# RGS7-Gao = regulators of human RGS7-Galphao interaction. 220,000 tested, 0.35% active. binding response (% of control), % at 10 µM. Multiplexed bead flow cytometry, RGS7-Galphao binding; actives lie on both sides. P09471; in the data active means binding response below about 49% or above about 150%;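 further: fluorescent Galphao held in activated GDP-AlF4 state binding bead-coupled RGS7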
# The depositor's hits bear a star. Unless noted, no stated cut-off is given here; in the data, active means inhibition above about 40%.
no.	Molecule	Mcl-1 Bim block	Mcl1-Bid inh	Bim-Bcl-2	Bfl-1 Bim block	Bim-Bcl-B	RGS4-Gao reg
1	COc1ccc(C(=O)Nc2sc(C)c(-c3ccccc3)c2C#N)cc1OC	0	-49	-7	-9	-6	100
2	CCC(C(=O)NCc1ccco1)n1nc(-c2ccc(OC)cc2)ccc1=O (stereo not drawn)	-1	3	-2	-1	-1	106
3	CCC(C)(C)NC(=O)C(c1ccncc1)N(Cc1ccc(C)cc1)C(=O)c1csnn1 (stereo not drawn)	-2	0	1	1	-2	105
4	CCOc1ccc(C(=O)CC(Sc2ccc(C)cc2)C(=O)O)cc1 (stereo not drawn)	-1	0	3	9	-1	100
5	CC(C)(C)S(=O)(=O)c1nc2ccccc2s1	0	-9	-5	-1	-2	104
6	O=C(Nc1cccnc1Cl)c1cccc(F)c1	0	-21	-2	-6	-3	99
7	O=C1CCC(=O)N1CNc1cccnc1	-1	-29	-2	-13	-1	99
8	Cc1ccccc1N1C(=O)c2ccccc2C1Nc1cccnc1 (stereo not drawn)	1	-7	-5	-7	-6	103

no.	GSH fluor	RGS8-Gao	Bcl-XL Bim block	Bim-Bcl-W	RGS7-Gao
1	8	97	-2	2	102
2	10	104	-1	0	104
3	67	103	0	0	99
4	17	99	3	-2	85
5	12	102	0	-1	105
6	8	101	-4	-3	93
7	6	100	0	2	99
8	21	102	-1	3	99

# Entries by screen from the list:
# RGS4-Gao reg, entries 2–8 → 106, 105, 100, 104, 99, 99, 103

# Next compounds follow.
no.	Molecule	Mcl-1 Bim block	Mcl1-Bid inh	Bim-Bcl-2	Bfl-1 Bim block	Bim-Bcl-B	RGS4-Gao reg
9	COc1ccccc1CNC(=O)CN(c1ccc(C)cc1)S(=O)(=O)c1c(C)n[nH]c1C	-1	-9	-3	3	0	98
10	COc1ccccc1CC(=O)N1CCCc2ccccc21	0	0	-8	-11	-9	102
11	O=C(NCC1COc2ccccc2O1)C1CCC(CNc2c(N3CCCCC3)c(=O)c2=O)CC1 (stereo not drawn)	0	-23	-7	-8	-3	98
12	COc1ccc(C2CC(c3ccccc3C)n3nc(N)nc3N2)cc1 (stereo not drawn)	-1	-28	-8	-7	-3	98
13	CC1CCN(S(=O)(=O)c2ccc(C(=O)Nc3sccc3C(N)=O)cc2)CC1	0	-10	-7	-13	-7	99
14	CCCCCCn1cnc2c(c1=O)c1nc3ccccc3nc1n2Cc1cccs1	2	-7	0	0	1	92
15	CCCCCc1c(C)c(C#N)c2nc3ccccc3n2c1-n1ccnc1C	-1	-17	0	-3	-2	104
16	CCN(CC)c1ccc(/C=N/n2c(C)cc(C)cc2=O)cc1	-1	3	-5	-3	-1	98

no.	GSH fluor	RGS8-Gao	Bcl-XL Bim block	Bim-Bcl-W	RGS7-Gao
9	3	98	-2	0	99
10	39	100	-6	4	101
11	23	100	-2	1	100
12	23	99	0	2	95
13	23	100	-1	1	96
14	9	97	1	1	92
15	12	107	-2	0	104
16	31	102	0	-3	98

# Following part.
no.	Molecule	Mcl-1 Bim block	Mcl1-Bid inh	Bim-Bcl-2	Bfl-1 Bim block	Bim-Bcl-B	RGS4-Gao reg
17	Cc1ccc(C)c(NS(=O)(=O)c2ccc(NC(=O)CSc3ccc(Cl)cc3)cc2)c1	-7	-17	-2	-3	-3	103
18	Cc1ccc2[nH]c(O)c(N=NC(=O)CCc3ccccc3)c2c1Br	7	-18	8	13	8	92
19	Cc1ccc(C)c(N(C(=O)c2snc(C(N)=O)c2N)C(C(=O)NCC2CCCO2)c2cccs2)c1 (stereo not drawn)	2	-8	-1	-4	0	97
20	CCOC(=O)c1cnn(-c2ccccc2)c1NC(=O)CSc1nnc(-c2cccs2)n1CC	-43	-29	-11	-13	-30	101
21	O=C(Nc1ccccn1)c1ccc(S(=O)(=O)c2ccc(Cl)cc2)cc1	-2	-15	-6	-4	-4	100
22	COCCNC(=O)c1ccc(NC(C)=O)cc1	-3	-4	-12	-16	-9	103
23	c1cc(CNc2ccc3c(c2)OCCO3)ccn1	5	-113	-7	-10	-10	97
24	Fc1ccc(C(c2nnnn2Cc2cccs2)N2CCN(C3CCCC3)CC2)cc1 (stereo not drawn)	0	22	-8	-17	-7	103

no.	GSH fluor	RGS8-Gao	Bcl-XL Bim block	Bim-Bcl-W	RGS7-Gao
17	12	101	-7	-8	101
18	13	85	14	11	88
19	12	99	-3	-3	98
20	43	103	-10	1	96
21	15	103	-4	-4	99
22	24	104	-8	-2	100
23	41	98	0	1	97
24	19	101	-3	0	102

# Following part
no.	Molecule	Mcl-1 Bim block	Mcl1-Bid inh	Bim-Bcl-2	Bfl-1 Bim block	Bim-Bcl-B	RGS4-Gao reg
25	Cc1cccc(NCc2ccc(O)c3ncccc23)c1	1	-101	0	-2	-1	98
26	Cc1ccc(NC(=O)CCC(=O)OCC(=O)c2ccc(Oc3ccc([N+](=O)[O-])cc3)cc2)cc1C	-3	-6	2	9	-2	91
27	CN(C)S(=O)(=O)c1cccc(C(=O)Nc2cccnc2)c1	4	-7	2	8	1	103
28	CC(C)n1nnnc1SCC(=O)Nc1ccccc1N1CCOCC1	-3	-9	0	-1	-2	101
29	N#Cc1c(N)nc2c(c1-c1cccnc1)CCCCC2	-1	2	-1	0	0	98
30	CCCC(=O)Nc1ccc(S(=O)(=O)Nc2cc(C)nc(C)n2)cc1	-2	-11	0	-3	-3	101
31	Cc1cc(C(=O)CSc2nnc(-c3ccco3)o2)c(C)n1-c1ccc2c(c1)OCCO2	-1	-34	-1	0	-4	93
32	CC(C)[C@H](NC(=O)c1ccccc1Cl)C(=O)OCc1cc(=O)n2cc(Br)ccc2n1	0	-4	0	-5	-2	95

no.	GSH fluor	RGS8-Gao	Bcl-XL Bim block	Bim-Bcl-W	RGS7-Gao
25	21	100	0	0	91
26	21	95	1	1	97
27	17	102	2	2	103
28	10	100	-3	-3	102
29	9	98	-2	-2	96
30	25	99	-1	-1	102
31	18	98	-1	-2	95
32	16	99	0	-2	100

# (cont.)
no.	Molecule	Mcl-1 Bim block	Mcl1-Bid inh	Bim-Bcl-2	Bfl-1 Bim block	Bim-Bcl-B	RGS4-Gao reg
33	COc1ccc(/C(C)=N\Nc2nc(-c3ccccc3)cc(=O)[nH]2)cc1	-7	-28	-5	-2	-11	97
34	C=CCNC(=S)NCc1ccccc1OC	-3	-18	-1	-6	-9	98
35	O=C(CN1N=C(c2ccccc2)CCC1=O)NCc1cccs1	-2	-3	-4	0	-2	100
36	Clc1ccc(/C=N/Nc2nc(Cl)nc3ccccc23)cc1	0	-24	1	0	0	90
37	CCOC(=O)/C(=N\Nc1ccccc1Cl)N(C)C1CCS(=O)(=O)C1 (stereo not drawn)	-5	-22	-2	-3	-4	107
38	C/C(=N/NC(=O)c1cc(C2CC2)[nH]n1)c1cccs1	-1	-20	-5	-10	-7	100
39	C=CCc1cccc2cc(C(=O)NCc3cccnc3)c(=O)oc12	0	1	0	11	8	97
40	Cc1ccc(Cl)c(NC(=O)COC(=O)CNS(=O)(=O)/C=C/c2ccccc2)c1Cl	-5	-14	-3	0	-7	98

no.	GSH fluor	RGS8-Gao	Bcl-XL Bim block	Bim-Bcl-W	RGS7-Gao
33	8	105	-9	-5	100
34	13	97	-5	-2	103
35	14	97	0	-1	105
36	8	92	1	-1	96
37	26	104	-1	-2	104
38	43	101	-7	3	100
39	11	96	0	2	100
40	13	100	-7	-5	99

# Continuation.
no.	Molecule	Mcl-1 Bim block	Mcl1-Bid inh	Bim-Bcl-2	Bfl-1 Bim block	Bim-Bcl-B	RGS4-Gao reg
41	COc1ccc(CSc2nnc(CNS(C)(=O)=O)o2)cc1	4	-14	2	3	4	92
42	CCOC(=O)C1CCN(C(=O)CSc2ccc(Br)cc2)CC1	0	-18	0	-5	-1	111
43	CC1C(=O)CCN(C(C)(C)C)C1C (stereo not drawn)	0	-25	-3	-11	-5	104
44	Cc1ccc2c(c1)N(CCC(=O)NCC1CCCO1)C(=O)CO2 (stereo not drawn)	-1	-36	-9	-17	-8	106
45	COc1ccccc1OCCNC(=O)c1cc(F)c(F)cc1Cl	-5	4	-4	-2	-10	101
46	COc1cc2cc(CN(CCO)S(=O)(=O)c3ccccc3)c(=O)[nH]c2cc1OC	-1	19	-10	-4	-7	110
47	CSc1cc(-c2ccccc2)n(C)c(=O)c1C#N	-1	-6	-2	-10	-4	104
48	O=C(N/N=C\C=C\c1ccco1)c1cc(-c2ccc3ccccc3c2)n[nH]1	-4	-14	-3	-8	-11	98

no.	GSH fluor	RGS8-Gao	Bcl-XL Bim block	Bim-Bcl-W	RGS7-Gao
41	12	90	-2	0	91
42	14	100	-2	0	110
43	13	102	-3	0	101
44	36	104	-8	-3	104
45	9	99	-3	-3	99
46	64	110	-4	-2	108
47	10	106	-2	0	111
48	18	98	-7	-5	89

# Exported in transposed form: two of the compounds above
41	COc1ccc(CSc2nnc(CNS(C)(=O)=O)o2)cc1
42	CCOC(=O)C1CCN(C(=O)CSc2ccc(Br)cc2)CC1

compound no.,41,42
Mcl-1 Bim block,4,0
Mcl1-Bid inh,-14,-18
Bim-Bcl-2,2,0
Bfl-1 Bim block,3,-5
Bim-Bcl-B,4,-1
RGS4-Gao reg,92,111
GSH fluor,12,14
RGS8-Gao,90,100
Bcl-XL Bim block,-2,-2
Bim-Bcl-W,0,0
RGS7-Gao,91,110

# Compounds listed so far that contain a tert-butyl group:
no.	Molecule	Mcl-1 Bim block	Mcl1-Bid inh	Bim-Bcl-2	Bfl-1 Bim block	Bim-Bcl-B	RGS4-Gao reg
5	CC(C)(C)S(=O)(=O)c1nc2ccccc2s1	0	-9	-5	-1	-2	104
43	CC1C(=O)CCN(C(C)(C)C)C1C (stereo not drawn)	0	-25	-3	-11	-5	104

no.	GSH fluor	RGS8-Gao	Bcl-XL Bim block	Bim-Bcl-W	RGS7-Gao
5	12	102	0	-1	105
43	13	102	-3	0	101

# A different layout for some results above.
entry | SMILES | Mcl-1 Bim block | Mcl1-Bid inh | Bim-Bcl-2 | Bfl-1 Bim block | Bim-Bcl-B | RGS4-Gao reg | GSH fluor | RGS8-Gao | Bcl-XL Bim block | Bim-Bcl-W | RGS7-Gao
42 | CCOC(=O)C1CCN(C(=O)CSc2ccc(Br)cc2)CC1 | 0 | -18 | 0 | -5 | -1 | 111 | 14 | 100 | -2 | 0 | 110
45 | COc1ccccc1OCCNC(=O)c1cc(F)c(F)cc1Cl | -5 | 4 | -4 | -2 | -10 | 101 | 9 | 99 | -3 | -3 | 99

# Following part.
no.	Molecule	Mcl-1 Bim block	Mcl1-Bid inh	Bim-Bcl-2	Bfl-1 Bim block	Bim-Bcl-B	RGS4-Gao reg
49	CCN(CC)S(=O)(=O)c1ccc(N2CCN(CCO)CC2)nc1	-3	-24	-2	-4	-2	102
50	CC(C)(C)C(=O)Nc1ccc(-c2cn3ccsc3n2)cc1	-2	-21	-5	-11	-5	102
51	Nc1cc(C(=O)OCC(=O)NC(c2ccccc2)c2ccccc2)ccc1Cl	-6	-15	-1	1	-4	102
52	CCC(=O)NC(Nc1nc2ccc(C)cc2s1)(C(=O)OC)C(F)(F)F (stereo not drawn)	-2	-4	-9	-13	-7	99
53	CCC(C)(C(=O)NC1CCCCC1)N(Cc1cccs1)C(=O)Cc1cccs1 (stereo not drawn)	0	10	-6	-11	-10	99
54	CCOc1ccc2nc(N=NC3=C(O)CC(C)(C)CC3=O)sc2c1	3	-34	2	-5	-2	99
55	COCCCn1c(SCC(=O)N2CCCC(C)C2)nnc1-c1ccco1 (stereo not drawn)	-3	-13	-9	-15	-6	101

no.	GSH fluor	RGS8-Gao	Bcl-XL Bim block	Bim-Bcl-W	RGS7-Gao
49	5	102	-2	-4	101
50	23	102	-1	0	102
51	11	101	-6	-7	97
52	25	97	-7	-2	100
53	33	101	3	1	100
54	8	103	-1	0	95
55	19	99	-5	0	100
